Screening data from PubChem.
NadD inh: NadD (S. aureus) enzyme inhibition; inhibition, % at 20 µM; purified NadD enzyme, colorimetric absorbance read-out; actives 0.78% (n = 360,000); in the data active = inhibition above about 26%; also: some compounds past the cut are filed as inactive
STEP inh: blocks human striatal-enriched tyrosine phosphatase. P54829. recombinant STEP, OMFP fluorogenic substrate, fluorescence. inhibition, % at 20 µM. actives 0.25% (n = 360,000). AID 588621;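 active = inhibition at 20 µM, scaled per plate between control wells, above about 37%, limit read from the data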;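 also: 0% = DMSO with enzyme and substrate and 100% = substrate only without enzyme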
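medium = Bis-Tris buffer pH 6.0, 2.5 mM DTT, 0.005% Tween 20 | test system = STEP (striatal-enriched tyrosine phosphatase) enzyme, cell-free | measure = normalized % inhibition | compound dosing = 20 µM, 1% DMSO | also added = 25 µM OMFP | schedule = reaction 20 min, ambient temperature | measured by = fluorescence read at 480 nm ex / 540 nm em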
Rpn11 inh: blocks the human proteasome subunit Rpn11; O00487; human 26S proteasome, Ub4-pepOG fluorescence polarization; 20S core pre-blocked with epoxomicin; calls only at 20 µM; actives 0.59% (n = 360,000);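 active = inhibition at 20 µM, scaled to each plate's controls, above about 33%, limit read from the data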
Target sequence (O00487 whole entry, looked up): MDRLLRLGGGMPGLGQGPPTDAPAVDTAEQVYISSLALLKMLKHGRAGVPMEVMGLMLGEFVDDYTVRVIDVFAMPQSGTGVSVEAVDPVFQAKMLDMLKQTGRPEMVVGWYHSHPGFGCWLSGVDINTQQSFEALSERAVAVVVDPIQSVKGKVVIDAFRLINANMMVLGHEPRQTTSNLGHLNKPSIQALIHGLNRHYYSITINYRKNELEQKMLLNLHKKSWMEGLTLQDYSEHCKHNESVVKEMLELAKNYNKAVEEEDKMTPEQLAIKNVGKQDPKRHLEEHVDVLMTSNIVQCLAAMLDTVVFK
DNMT1 block: blocks human DNA methyltransferase DNMT1 | P26358 | DNMT1 molecular beacon, Hinp1I cleavage, fluorescence | inhibition (reported as % activation of signal), % at 10 µM | actives 0.83% (n = 360,000) | AID 588458; in the data active = inhibition above about 50%
SUMO1 PPI mod: SUMO1-SIM interaction modulation; SUMO1 binding to a labelled peptide, TR-FRET, 1 h; inhibition, % at 20 µM; actives 0.33% (n = 360,000); AID 602429; in the data active = inhibition above about 37%
Target sequence (P63165 whole entry, looked up): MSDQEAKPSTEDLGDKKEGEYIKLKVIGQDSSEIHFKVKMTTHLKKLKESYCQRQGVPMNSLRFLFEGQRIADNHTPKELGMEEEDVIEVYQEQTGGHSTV
Scp-1 inhibitor: blocks human Scp-1 phosphatase activity; Q9GZU7; Recombinant Scp1, phosphopeptide, malachite green phosphate absorbance; inhibition, % at 20 µM; actives 0.88% (n = 340,000);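 active = inhibition above about 50% at 20 µM, limit read from the data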;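 also: plate controls were DMSO wells with enzyme for no effect and wells lacking enzyme for full effect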
Target sequence (Q9GZU7 76-261 limits assumed): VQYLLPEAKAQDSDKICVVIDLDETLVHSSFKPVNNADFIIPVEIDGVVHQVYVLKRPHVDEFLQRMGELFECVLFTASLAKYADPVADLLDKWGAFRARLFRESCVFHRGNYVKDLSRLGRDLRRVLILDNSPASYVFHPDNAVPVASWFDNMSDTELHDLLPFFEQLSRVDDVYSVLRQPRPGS
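Test system: SCP-1 catalytic domain; Buffer or medium: Acidic Tris acetate buffer with magnesium and detergent; Also added: Phosphorylated 17-residue peptide substrate; Compound: single 20 µM dose, 1% DMSO; Schedule: enzyme reaction 45 min at room temperature, colour 5 min, stabilisation 30 min; Signal: Phosphate-binding colour reagent, absorbance read at 630 nm.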
MsrA inhibitor: inhibits bovine methionine sulfoxide reductase A; purified bovine MsrA, absorbance read-out; inhibition, % at 15.5 µM; actives 0.75% (n = 360,000); in the data active = inhibition above about 4.5%;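 also: 0% = vehicle wells with enzyme and 100% = reference inhibitor wells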
CSN inh: blocks human CSN-mediated cullin deneddylation; Purified CSN, SCF-Nedd8-OG deneddylation, fluorescence polarization; inhibition, % at 12.5 µM; actives 0.38% (n = 360,000); AID 651999;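 active = pattern-corrected inhibition above about 35%, with an unprinted fluorescence ratio check between 0.5 and 1.5, limit read from the data, passing the limit was not always enough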;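 also: 0% = enzyme with substrate and 100% = substrate without enzyme; some results filed as inactive read as strong as hits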
Target sequence (Q92905 whole entry, looked up, one chain of several): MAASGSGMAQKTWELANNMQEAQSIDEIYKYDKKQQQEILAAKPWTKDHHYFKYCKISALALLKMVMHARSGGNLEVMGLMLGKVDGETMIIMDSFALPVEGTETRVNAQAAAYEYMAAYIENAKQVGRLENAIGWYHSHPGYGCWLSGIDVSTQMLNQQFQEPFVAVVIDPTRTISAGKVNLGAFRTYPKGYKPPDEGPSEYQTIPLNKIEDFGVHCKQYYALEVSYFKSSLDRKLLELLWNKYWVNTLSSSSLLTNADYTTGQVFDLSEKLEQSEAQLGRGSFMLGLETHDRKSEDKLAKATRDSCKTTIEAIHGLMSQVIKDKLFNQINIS
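Assay system: HEK293T-derived human Csn5 enzyme; quantity: 0.24 nM enzyme; medium: Tris/NaCl/DTT buffer, pH 7.5; also added: substrate SCFSkp2-Nedd8OG, 10 nM; doses: 12.5 µM compound; schedule: 90 min reaction at room temperature; signal: FP; read-out: % inhibition of substrate cleavage by Csn5; benchmarks: substrate-only high control, full reaction low control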
LMPTP block: LMPTP (human) inhibition. P24666. recombinant LMPTP-A, OMFP fluorogenic substrate, fluorescence intensity. inhibition, % at 20 µM. actives 0.22% (n = 360,000). AID 651560;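 active = compounds that cut the enzyme signal by at least half of the control window in the single-dose screen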;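 also: plate controls were DMSO wells with enzyme plus substrate for no effect and substrate without enzyme for full effect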
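Assay system: LMPTP-A enzyme. Input: 0.625 nM LMPTP-A final. Probe or stimulus: 400 µM OMFP. Compound dosing: single 20 µM dose. Schedule: 50 min dark incubation at room temperature. Detection: fluorescence intensity of OMFP turnover product. Read-out: percent inhibition versus substrate-only and uninhibited controls. Benchmarks: no-enzyme low control, uninhibited high control.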
TbMetRS inhib: Trypanosoma brucei MetRS inhibition | purified T. brucei MetRS, ATP depletion, Kinase-Glo luminescence | inhibition, % at 11.9 µM | actives 0.4% (n = 360,000);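 active = inhibition above a per-plate cutoff of the control wells' mean inhibition plus 3 SD, cut at about 5.5% in these data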;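 also: 0% = DMSO wells median and 100% = median of wells with control inhibitor compound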
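assay system = parasite MetRS enzyme | timing = 15 min preincubation, 2 h reaction, all 25 °C | evaluation = percent inhibition relative to median high and low control wells | medium = HEPES buffer containing pyrophosphatase, BSA, spermine, DTT | compound = single dose, 11.9 µM final nominal, 0.9% final DMSO | detection = Kinase-Glo luminescence, ATP depletion format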
Numbers without * were called inactive; i = inactive; . = no result given.

A first look (ten entries):
Screens by letter: A = NadD inh; B = STEP inh; C = Rpn11 inh; D = DNMT1 block; E = SUMO1 PPI mod; F = Scp-1 inhibitor; G = MsrA inhibitor; H = CSN inh; I = LMPTP block; J = TbMetRS inhib
mol: CCCc1nc2c(o1)CC(CC(C)SCC)CC2=O (configuration not stated)
  A: 6.6	B: -0.2	C: i	D: 1.2	E: -1.6	F: -4.6	G: -1.3	H: -1.1	I: 0.2	J: -1.3

mol: COc1ccc(-n2nc(C(=O)NCC(=O)N(C)Cc3ccccc3)c3ccccc3c2=O)cc1OC
  A: -3.9	B: -1.3	C: i	D: -0.9	E: -15.8	F: -10.1	G: 0.7	H: -1.3	I: 2.9	J: -0.8

mol: O=C(c1ccc([N+](=O)[O-])s1)N1CCN(c2ccccn2)CC1
  A: -3.0	B: -0.5	C: i	D: -2.4	E: -37.5	F: -0.8	G: 1.1	H: 4.1	I: 0.1	J: -0.6

mol: CCN(CC)S(=O)(=O)c1ccc(C(=O)NCCOC(=O)c2ccc(F)cc2F)cc1
  A: -3.7	B: -1.3	C: i	D: -0.6	E: 0.8	F: -3.4	G: -0.3	H: -2.0	I: -0.2	J: -0.1

mol: COc1ccc(-n2nnnc2CNC(=O)c2ccc3ccccc3c2)cc1
  A: -3.5	B: 0.7	C: i	D: -0.8	E: -10.1	F: -2.0	G: 0.6	H: -1.9	I: 0.4	J: -0.1

mol: CCC(C)/C(C)=N/NC(=O)c1cn(-c2ccccc2)nc1-c1ccccc1 (configuration not stated)
  A: 3.6	B: -1.0	C: i	D: 2.7	E: -0.8	F: 10.1	G: 1.0	H: -11.8	I: 1.1	J: -1.4

mol: COc1ccc(/C=N/n2c(-c3ccco3)nc3ccccc3c2=O)cc1
  A: 12.4	B: -6.4	C: i	D: 8.8	E: -5.0	F: 0.5	G: 0.4	H: 8.7	I: 0.8	J: -0.1

mol: Cc1ccc(NC(=O)CN(C)C(=O)CSc2nnc(C(F)(F)F)n2C)cc1
  A: -2.9	B: -0.1	C: i	D: 2.7	E: -1.4	F: 1.4	G: -0.9	H: -2.6	I: -1.1	J: -1.3

mol: CC(O)(c1ccc(F)c(F)c1)c1nc(-c2cccc3cccnc23)cs1 (configuration not stated)
  A: 3.1	B: -3.7	C: i	D: 19.0	E: -14.9	F: .	G: 0.0	H: 0.0	I: 0.6	J: 0.2

mol: CCOC(=O)c1c(C)[nH]c(C)c1C(=O)COC(=O)c1cc(OC)c(OC)cc1OC
  A: 3.0	B: -2.7	C: i	D: -1.5	E: 3.4	F: 4.5	G: 0.2	H: 0.7	I: -0.3	J: 0.1

The list itself, from the start:
Screens by letter: A = NadD inh; B = STEP inh; C = Rpn11 inh; D = DNMT1 block; E = SUMO1 PPI mod; F = Scp-1 inhibitor; G = MsrA inhibitor; H = CSN inh; I = LMPTP block; J = TbMetRS inhib
mol: CCCc1nc2c(o1)CC(CC(C)SCC)CC2=O (configuration not stated)
  A: 6.6	B: -0.2	C: i	D: 1.2	E: -1.6	F: -4.6	G: -1.3	H: -1.1	I: 0.2	J: -1.3

mol: COc1ccc(-n2nc(C(=O)NCC(=O)N(C)Cc3ccccc3)c3ccccc3c2=O)cc1OC
  A: -3.9	B: -1.3	C: i	D: -0.9	E: -15.8	F: -10.1	G: 0.7	H: -1.3	I: 2.9	J: -0.8

mol: O=C(c1ccc([N+](=O)[O-])s1)N1CCN(c2ccccn2)CC1
  A: -3.0	B: -0.5	C: i	D: -2.4	E: -37.5	F: -0.8	G: 1.1	H: 4.1	I: 0.1	J: -0.6

mol: CCN(CC)S(=O)(=O)c1ccc(C(=O)NCCOC(=O)c2ccc(F)cc2F)cc1
  A: -3.7	B: -1.3	C: i	D: -0.6	E: 0.8	F: -3.4	G: -0.3	H: -2.0	I: -0.2	J: -0.1

mol: COc1ccc(-n2nnnc2CNC(=O)c2ccc3ccccc3c2)cc1
  A: -3.5	B: 0.7	C: i	D: -0.8	E: -10.1	F: -2.0	G: 0.6	H: -1.9	I: 0.4	J: -0.1

mol: CCC(C)/C(C)=N/NC(=O)c1cn(-c2ccccc2)nc1-c1ccccc1 (configuration not stated)
  A: 3.6	B: -1.0	C: i	D: 2.7	E: -0.8	F: 10.1	G: 1.0	H: -11.8	I: 1.1	J: -1.4

mol: COc1ccc(/C=N/n2c(-c3ccco3)nc3ccccc3c2=O)cc1
  A: 12.4	B: -6.4	C: i	D: 8.8	E: -5.0	F: 0.5	G: 0.4	H: 8.7	I: 0.8	J: -0.1

mol: Cc1ccc(NC(=O)CN(C)C(=O)CSc2nnc(C(F)(F)F)n2C)cc1
  A: -2.9	B: -0.1	C: i	D: 2.7	E: -1.4	F: 1.4	G: -0.9	H: -2.6	I: -1.1	J: -1.3

mol: CC(O)(c1ccc(F)c(F)c1)c1nc(-c2cccc3cccnc23)cs1 (configuration not stated)
  A: 3.1	B: -3.7	C: i	D: 19.0	E: -14.9	F: .	G: 0.0	H: 0.0	I: 0.6	J: 0.2

mol: CCOC(=O)c1c(C)[nH]c(C)c1C(=O)COC(=O)c1cc(OC)c(OC)cc1OC
  A: 3.0	B: -2.7	C: i	D: -1.5	E: 3.4	F: 4.5	G: 0.2	H: 0.7	I: -0.3	J: 0.1

mol: COc1ccc2sc(-c3ccccc3OC)c(-c3ccc(SC)cc3)c2c1
  A: -6.2	B: .	C: .	D: .	E: -2.0	F: .	G: 0.3	H: -0.2	I: 1.7	J: -0.7

mol: CC(C)NC(=O)N1CCN(c2ccncc2S(=O)(=O)N2CCCCC2)CC1
  A: 1.0	B: -3.0	C: i	D: 1.8	E: 5.8	F: -2.0	G: 1.1	H: -4.4	I: -1.5	J: -0.1

mol: Clc1cccc(NCc2nnc(SCc3ccc(Cl)cc3Cl)o2)c1
  A: 1.5	B: -0.7	C: i	D: -13.7	E: -3.3	F: -3.4	G: 1.2	H: -1.2	I: 6.1	J: 0.7

mol: Cc1ccccc1N1C(S)=C(C#N)C(=O)NC1c1ccco1 (configuration not stated)
  A: 5.8	B: 5.4	C: i	D: 12.8	E: 5.1	F: 2.0	G: 0.6	H: 20.6	I: 0.5	J: -0.1

mol: C#CCOCCOCCOCCNc1nc(N2CCOCC2)nc(N2CCN(C(=O)CCCCCCCCCCNC(=O)[C@@H](CCC(=O)O)n3cc(CCCCCN)nn3)CC2)n1
  A: 0.0	B: -0.1	C: i	D: -0.3	E: 5.7	F: 3.9	G: 1.2	H: -2.7	I: -1.5	J: -0.3

mol: COC(=O)CN1C(=S)N(c2ccc(OC)cc2)C(=O)C1CC(=O)Nc1ccc(F)cc1 (configuration not stated)
  A: 0.0	B: -1.9	C: i	D: 0.5	E: 3.9	F: -4.4	G: 0.1	H: -1.1	I: 0.3	J: 0.9

mol: Fc1ccc(CSc2ccc3nnc(-c4ccccn4)n3n2)cc1
  A: 10.1	B: 4.2	C: i	D: 1.9	E: -6.2	F: -5.2	G: -0.9	H: -0.1	I: -0.7	J: -0.4

mol: CCN1C(=O)[C@H]2[C@@H](c3ccc(-c4ccc5c(c4)OCO5)c(OC)c3)N[C@@](Cc3ccccc3)(C(=O)OC)[C@H]2C1=O
  A: 4.2	B: -1.2	C: i	D: -5.6	E: -6.3	F: -5.8	G: 0.6	H: 1.8	I: 3.5	J: -0.3

mol: CCCCC1C(C#N)=C(C)NC2=C1C(=O)CC(C)(C)C2 (configuration not stated)
  A: -3.7	B: 0.9	C: i	D: -1.3	E: 0.8	F: -6.2	G: 0.6	H: 6.8	I: -0.8	J: -0.7

mol: COC(=O)c1ccc(N)c(N=CC2=C(O)CC(C)(C)CC2=O)c1
  A: -4.6	B: -0.2	C: .	D: -8.3	E: -14.5	F: -30.4	G: 0.5	H: 26.3	I: -0.7	J: 0.0

mol: CCOC(=O)CC(=O)CSc1nc2c(c(-c3cccs3)c1C#N)CCC2
  A: -4.8	B: 3.1	C: i	D: -1.3	E: 5.2	F: -3.4	G: -0.9	H: -1.2	I: -1.7	J: -0.8

mol: Cc1ccc(NC(=O)c2ccc(=O)n(CC(=O)Nc3ccccc3)n2)cc1
  A: -1.2	B: 0.8	C: i	D: 11.9	E: -0.1	F: -0.3	G: 0.4	H: -5.3	I: -1.9	J: -0.6

mol: CCCn1c(C2CC(=O)N(c3cc(OC)ccc3OC)C2)nc2ccccc21 (configuration not stated)
  A: 0.3	B: -2.4	C: i	D: -6.0	E: 3.7	F: 7.9	G: 0.6	H: 2.9	I: -0.4	J: 0.4

mol: Cc1c(NC(=O)CSc2nc3ccccc3c(=O)n2C(C)C)c(=O)n(-c2ccccc2)n1C
  A: 2.8	B: -1.4	C: i	D: 5.9	E: -5.8	F: 5.0	G: -0.3	H: -0.3	I: -1.2	J: -0.2
